HUVEC inhibit: human endothelial cell proliferation inhibition | viability, % at 10 µM (by protocol) | hit rate 1.1% among 86,000 | HUVEC proliferation, CellTiter-Glo luminescence, 72 h; stronger effect = lower value;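 active = viability at or below 30%; inactive = viability above 30%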;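 note: 100% = median luminescence of DMSO-only cell control wells on each plate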
H69AR inhibit: growth inhibitors of human H69AR lung tumor cells. H69AR lung tumor viability, ATP luminescence, 72 h; stronger effect = lower value. viability, % at 10 µM. hit rate 6% among 85,000. AID 598;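 active = viability at or below 40%; inactive = viability above 40%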;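 note: multidrug resistant small cell line overexpressing MRP-1 efflux transporter; 100% = mean luminescence of untreated control wells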
S1P2 ag: activates the human S1P2 receptor; activation, % at 4.5 µM; S1P2-expressing cell line, agonist reporter read-out; hit rate 0.46% among 97,000; AID 729; O95136; in the data active = activation above about 16%;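 note: 0% = vehicle low control and 100% = maximal reference agonist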
Target sequence (O95136 whole entry, looked up): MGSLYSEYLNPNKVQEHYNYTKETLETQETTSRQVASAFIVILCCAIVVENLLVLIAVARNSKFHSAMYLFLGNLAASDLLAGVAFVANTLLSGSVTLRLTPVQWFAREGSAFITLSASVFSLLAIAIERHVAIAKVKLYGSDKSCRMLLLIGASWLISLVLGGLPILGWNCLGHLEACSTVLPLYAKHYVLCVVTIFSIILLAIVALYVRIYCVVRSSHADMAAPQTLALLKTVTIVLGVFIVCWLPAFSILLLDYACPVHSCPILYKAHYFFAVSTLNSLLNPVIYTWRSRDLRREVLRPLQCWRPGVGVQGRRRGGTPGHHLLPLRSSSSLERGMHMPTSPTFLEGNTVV
S1P2 antag: blocks the human S1P2 receptor; O95136; cell-based S1P2 antagonist assay, inhibition at 5 uM; hit rate 0.21% among 97,000; inhibition, % at 5 µM; in the data active = inhibition above about 45%;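 note: CRE beta-lactamase reporter cells expressing human S1P2 stimulated with S1P; 0% = agonist at EC80 alone and 100% = agonist plus reference antagonist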
DAT uptake mod: human DAT dopamine uptake with cocaine, either direction; Q01959; LLC-PK1 hDAT cells, [14C]-dopamine uptake with cocaine IC80; actives deviate in either direction; B-score at 10 µM; hit rate 1.3% among 110,000; AID 449768;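 active = Z score or B-score, a plate-position-corrected score, falls beyond the plate's 99.7% confidence bounds, in either direction; inactive = both scores lie inside the 99.7% bounds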;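 note: scored against the spread of the other compound wells on the same plate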
Target sequence (Q01959 whole entry, looked up): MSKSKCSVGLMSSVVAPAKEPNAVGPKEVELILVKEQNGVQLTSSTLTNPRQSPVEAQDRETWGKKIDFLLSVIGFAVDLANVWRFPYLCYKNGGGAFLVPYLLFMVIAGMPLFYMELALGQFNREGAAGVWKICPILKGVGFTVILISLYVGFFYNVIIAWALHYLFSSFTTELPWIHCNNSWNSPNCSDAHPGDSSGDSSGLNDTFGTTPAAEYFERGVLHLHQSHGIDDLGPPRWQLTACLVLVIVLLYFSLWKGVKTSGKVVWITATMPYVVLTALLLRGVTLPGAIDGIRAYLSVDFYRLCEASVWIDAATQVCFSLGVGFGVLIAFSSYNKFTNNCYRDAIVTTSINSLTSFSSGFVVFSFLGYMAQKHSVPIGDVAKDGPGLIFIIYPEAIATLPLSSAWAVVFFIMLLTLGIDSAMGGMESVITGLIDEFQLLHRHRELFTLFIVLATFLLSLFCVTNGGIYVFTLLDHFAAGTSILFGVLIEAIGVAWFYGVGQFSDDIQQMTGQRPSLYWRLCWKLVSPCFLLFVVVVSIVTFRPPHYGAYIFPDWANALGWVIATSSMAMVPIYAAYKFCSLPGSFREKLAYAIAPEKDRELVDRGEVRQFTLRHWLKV
Ecoli WT expand: blocks growth of wild type E. coli BW25113 | OD600 absorbance | growth inhibition, % at 100 µM | hit rate 0.15% among 98,000;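 active = growth inhibition above about 50% at one test dose, limit read from the data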;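 note: growth measured after 20 h incubation at 37 °C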
Lung fibro prol: blocks proliferation of human lung fibroblasts; viability, % at 10 µM; hit rate 1.1% among 85,000; LL 47 human lung fibroblast viability, ATP luminescence; stronger effect = lower value;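 active = viability at or below 50% in the single dose screen; inactive = viability above 50%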;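 note: compound exposure lasted 72 h before the ATP readout; 100% = median luminescence of untreated cell-only wells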
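Test system: LL 47 human lung fibroblasts; Quantity: 1,150 cells/well; Buffer or medium: IMEM plus 15% FBS; Dosing: tenfold compound dosing solution, DMSO at 0.1%; Timing: overnight cell rest, 72 h compound treatment at 37 °C; Detection: ATP-based CellTiter-Glo luminescent readout; Read-out basis: viability percentage against median untreated-cell control; Controls: cell-only wells, no compound.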
PostGolgi ctrl: growth of the yeast control strain, post-Golgi counter-screen; efflux-deficient yeast background strain, growth absorbance A615, 16 h; inhibition, % at 10 µM; hit rate 5% among 98,000
PostGolgi yeast: growth inhibition of a yeast mutant, post-Golgi transport screen. post-Golgi transport phenotypic cell assay. inhibition, % at 10 µM. hit rate 0.9% among 98,000. AID 739;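 note: yeast cells grown in 1536-well plates; yeast grown about 18 h at 30C before absorbance read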
Numbers without * were called inactive; / = no result given; & = joins results of further samples. Cut-off read from the data, not from the text of the source, unless noted: active = inhibition above about 30%; inactive = the rest.

structure	HUVEC inhibit	H69AR inhibit	S1P2 ag	S1P2 antag	DAT uptake mod	Ecoli WT expand	Lung fibro prol	PostGolgi ctrl	PostGolgi yeast
Cn1c(=O)c2c(nc(CN3CCN(C(=O)c4ccco4)CC3)n2Cc2ccccc2)n(C)c1=O	104	71	-1	-9	1.4	-3	101	-1	2
CCCCCCN=C(C)C1=C(O)C(C(=O)OC)C(C)(C)CC1=O (configuration not stated)	91	91	-4	4	0.72	5	97	9	20
O=C(Nc1ccc2c(c1)OCCO2)c1ccc(Br)c(S(=O)(=O)N2CCOCC2)c1	79	68	-5	14	2	-1	98	10	1
O=C1c2ccccc2C(=O)N1CCC(=O)N1CCc2ccccc21	94	91	-8	-2	/	/	94	/	/
COc1ccc(C(=S)N2CCCC2)cc1OC	99	94	-5	-24	-0.039	-12	98	-1	1
Cn1c(CO)nc2cc(N)ccc21	/	/	-7	25	-0.5	0	/	17	3
O=C(O)Cc1sc(-c2ccc(Cl)cc2)nc1-c1ccccc1	/	/	-11	8	0.93	1	/	3	1
CC1CCCCC12NC(=O)N(CC(=O)Nc1sc3c(c1C(N)=O)CCC3)C2=O (configuration not stated)	/	/	-2	-30	/	4	/	-1	-6
COCCn1nnnc1C(c1cc2ccc(C)cc2[nH]c1=O)N(Cc1ccco1)Cc1cccs1 (configuration not stated)	92	98	-6	-17	-0.33	3	88	-5	14
c1ccc(CNc2ncnc3sc4c(c23)CCC4)nc1	86	68	-6	4	0.11	0	91	13	2
Nc1c(C(=O)NCCc2ccccc2)nnn1Cc1ccccc1	96	99	/	/	0.23	-9	86	-5	3
CCC1=Nc2ccccc2-c2nnc(SC)nc2O1	82	69	-3	-32	0.66	5	90	-1	-3
Cc1ccc(NC(=O)C(C)Sc2nnc(-c3cccnc3)n2-c2ccccc2)cc1 (configuration not stated)	101	71	-7	7	2.1	-7	86	24	-8
CCCn1c(SCC(=O)N2c3ccc(F)cc3CCC2C)nnc1-c1ccccn1 (configuration not stated)	93	100	-4	-17	0.98	/	107	/	/
CSc1ccccc1NC(=O)c1cc(C2CC2)on1	99	90	-2	21	1.1	6	100	15	-13
O=C(Nc1ccc2c(c1)OC1(CCCC1)O2)C1CC1	107	97	/	/	0.52	6	95	2	-1
CCOc1ccc(CNC(=O)C2CC(=O)N(C3CCCC3)C2)cc1OC (configuration not stated)	102	94	-7	11	0.96	3	101	1	-1
COc1ccc2cc3cc(C(=O)NC(C)C)oc3nc2c1	92	100	-5	-8	-8.2*	-5	110	-4	-5
Cc1ccc(CN2CCN(/N=C/c3cc(Br)ccc3O)CC2)cc1	/	/	-7	-12	0.53	-7	/	22	74*
Cc1ccc(C)c(-n2c(-c3csc(C)c3)n[nH]c2=S)c1	/	/	-1	1	-1.4	6	/	22	11
Cc1onc(-c2c(F)cccc2Cl)c1C(=O)Nc1nc2c(s1)CCCC2	97	41	-2	-6	1.5	-16	88	9	-7
O=C(Nc1ccc(-c2cn3ccsc3n2)cc1)c1ccc(F)c(S(=O)(=O)N2CCOCC2)c1	71	45	1	1	-0.16	-10	82	22	4
CCOc1ccc(-c2nnc3n2N=C(c2ccc(OC)cc2)CS3)cc1	97	51	2	-25	-0.12	-2	85	-2	1
COc1ccc(CNC(=O)C(c2ccc(C)o2)N(Cc2cccs2)C(=O)Cc2cccs2)cc1 (configuration not stated)	71	24*	-7	27	1.1	/	96	/	/
CCC(=O)N(CC)C1=C(O)c2ccccc2C(=O)C1=O	/	/	-5	25	-0.22	1	/	6	0
CNC(=S)N1CCN(c2ccc([N+](=O)[O-])cc2)CC1	/	/	-5	12	/	7	/	25	5
Cc1nc2ccc(F)cc2cc1C(=O)NCC1CCCO1 (configuration not stated)	91	55	-10	8	-0.099	6	94	7	9
Cc1cc(Nc2nnnn2-c2ccccc2)n(-c2ccccc2)n1	98	97	-5	16	-1.6	0	97	13	2
COc1cc(=O)[nH]c(=O)n1C(=O)Cc1ccccc1	98	84	-3	2	0.14	3	102	21	-3
CC(C)(C)NS(=O)(=O)c1ccc(CCC(=O)NCc2ccco2)cc1	101	85	-6	0	-0.042	6	97	1	6
Cc1cc(=O)oc(C)c1C(=O)NCc1ccccc1	107	95	-10	14	0.44	-2	99	6	-1
COc1ccccc1NC(=O)c1sc2ncn(Cc3ccc(C)cc3)c(=O)c2c1C	/	/	-6	14	-0.024	-3	/	2	16
O=C(CCC(=O)c1ccc(F)cc1)Nc1cc(Cl)cc(Cl)c1	/	/	-7	0	1.4	-9	/	7	4
CCOC(=O)N1CCC(NC(=O)c2cc3c(-c4cccc(OC)c4)nn(C)c3s2)CC1	75	10*	/	/	0.61	-7	93	0	-6
O=C(Nc1cccnc1)C1CCN(S(=O)(=O)c2cccc3nonc23)CC1	99	110	-6	1	-1.5	-11	106	7	-9
CCCCn1c(-c2ccncc2)nc2c1c(=O)[nH]c(=O)n2CC(C)C	99	47	-6	-6	0.39	-6	102	1	7
CCOc1ccc(NC2=NCC(=O)N2CCc2ccccc2)cc1	88	97	1	1	0.97	1	97	9	-7
CCOC(=O)/C=C1\SCC(=O)N1CC(=O)c1ccc[nH]1	96	83	-8	4	0.0058	3	102	-4	6
Cc1c(C(=O)OCC(=O)N(CCC#N)c2ccccc2)oc2c1ccc1ccccc12	59	65	-2	-7	-0.59	-7	84	20	-13
Cc1cc(OCC(=O)Nc2cc(-c3nn4c(C)nnc4s3)ccc2C)ccc1Cl	84	66	-9	15	-1	-5	102	7	-4
Cc1ccc(CNC(=O)C(C)OC(=O)c2ccco2)cc1 (configuration not stated)	98	99	/	/	-0.27	-8	102	2	-7
Cc1ccc(S(=O)(=O)c2c(N)n(NC(=O)C3CC3)c3nc4ccccc4nc23)cc1	98	94	-3	12	-1.7	5	96	7	5
COc1ccc(-c2noc(CCCC(=O)NCc3ccco3)n2)cc1OC	102	93	/	/	0.22	3	95	0	-5
CCOC(=O)Cn1c(=N)n(Cc2ccccc2)c2ccccc21	/	/	-5	-10	-0.81	6	/	18	-11
O=C(Nc1ccc(N2CCOCC2)cc1N1CCOCC1)c1ccc([N+](=O)[O-])cc1	/	/	2	1	/	-13	/	3	1
O=C1CCCN1CCCNc1ncnc2c1cnn2-c1ccc(Cl)cc1	92	89	/	/	0.35	1	104	38*	-3
COc1ccc(OCc2ccc(C(=O)O)cc2)cc1	91	85	-4	6	0.53	-5	109	6	-6
O=C(O)CC(=O)NC12CC3CC(CC(C3)C1)C2	95&101	96&91	-2&-2	-19&-6	-0.52&-0.99	0&17	101&102	12&-8	6&-9
O=C1CCN(S(=O)(=O)c2ccccc2)C2CCCCC12 (configuration not stated)	84	89	-1	-13	1.6	4	101	0	-13
Cc1ccc(C(=O)c2c(C)oc3c2C(=O)C(=O)c2ccccc2-3)cc1	57	1.0*	3	9	-0.065	-4	2.1*	-5	29

Next entries:
structure	HUVEC inhibit	H69AR inhibit	S1P2 ag	S1P2 antag	DAT uptake mod	Ecoli WT expand	Lung fibro prol	PostGolgi ctrl	PostGolgi yeast
CNc1nc(NCCOC23CC4CC(CC(C4)C2)C3)nc(OCC(F)(F)F)n1	74	72	2	-20	2.5	3	94	27	3
CCOC(=O)c1cccc(NC(=O)/C=C/c2cccc([N+](=O)[O-])c2)c1	/	/	-11	7	1.5	-5	/	15	8
O=C(Cn1cc2c(n1)CCCCC2)NCc1ccccn1	105	92	/	/	-0.93	-6	105	-11	-3
CCC(CC)C(=O)Nc1ccccc1-n1cccc1	/	/	-7	-3	0.092	8	/	7	-1
CCCCCn1c(=O)[nH]c2cc(C(=O)NCCN(CC)CC)ccc2c1=O	/	/	-5	3	-0.31	-1	/	1	1
CCOc1ccc(S(=O)(=O)NCCOC)cc1C	89	97	-1	-1	0.48	10	96	45*	-3
Cc1cccc(C(=O)N2CCC(n3nnc4cc(F)ccc43)CC2)c1	108	64	-5	12	1.2	3	/	4	-7
O=C(C1CCN(S(=O)(=O)c2cccc3cccnc23)CC1)N1CCCC1	93	102	/	/	0.43	6	93	1	23
COC(=O)CN(c1cccc(OC)c1)S(C)(=O)=O	98	108	-5	26	-0.19	5	100	2	-1
CC1CCCCN1CCCn1c(=S)[nH]c2ccccc2c1=O (configuration not stated)	88	93	-2	2	0.038	-2	102	5	-6
O=C(CCCCCn1c(SCC(=O)c2ccccc2)nc2ccccc2c1=O)NCc1ccco1	77	91	-3	15	0.75	-15	91	10	-6
COC(=O)c1cc(NC(=O)Cc2coc3cc(OC)ccc23)cc(C(=O)OC)c1	81	68	-7	6	0.68	-6	96	1	-12
NC(=O)c1nc(C2CCCCC2)nc2c1[nH]c(=O)n2-c1ccc(F)cc1	92	76	-1	-18	/	2	89	13	4
COC(=O)Nc1ccc(=O)n(Cc2c(Cl)cccc2Cl)c1	/	/	-7	5	-0.48	-1	/	6	8
COc1ccccc1N(CC(O)CN1C(=O)NC(C)(C)C1=O)S(=O)(=O)c1ccc(C)cc1 (configuration not stated)	110	87	-2	-1	-0.041	2	101	-3	4
CCC(C)NC(=O)C1CCCN(c2nc(C)cc(OC)n2)C1 (configuration not stated)	106	108	0	-14	0.78	/	98	/	/

Molecules above with an aryl methoxy group, in the order listed:
structure	HUVEC inhibit	H69AR inhibit	S1P2 ag	S1P2 antag	DAT uptake mod	Ecoli WT expand	Lung fibro prol	PostGolgi ctrl	PostGolgi yeast
COc1ccc(C(=S)N2CCCC2)cc1OC	99	94	-5	-24	-0.039	-12	98	-1	1
CCOc1ccc(CNC(=O)C2CC(=O)N(C3CCCC3)C2)cc1OC (configuration not stated)	102	94	-7	11	0.96	3	101	1	-1
COc1ccc2cc3cc(C(=O)NC(C)C)oc3nc2c1	92	100	-5	-8	-8.2*	-5	110	-4	-5
CCOc1ccc(-c2nnc3n2N=C(c2ccc(OC)cc2)CS3)cc1	97	51	2	-25	-0.12	-2	85	-2	1
COc1ccc(CNC(=O)C(c2ccc(C)o2)N(Cc2cccs2)C(=O)Cc2cccs2)cc1 (configuration not stated)	71	24*	-7	27	1.1	/	96	/	/
COc1cc(=O)[nH]c(=O)n1C(=O)Cc1ccccc1	98	84	-3	2	0.14	3	102	21	-3
COc1ccccc1NC(=O)c1sc2ncn(Cc3ccc(C)cc3)c(=O)c2c1C	/	/	-6	14	-0.024	-3	/	2	16
CCOC(=O)N1CCC(NC(=O)c2cc3c(-c4cccc(OC)c4)nn(C)c3s2)CC1	75	10*	/	/	0.61	-7	93	0	-6
COc1ccc(-c2noc(CCCC(=O)NCc3ccco3)n2)cc1OC	102	93	/	/	0.22	3	95	0	-5
COc1ccc(OCc2ccc(C(=O)O)cc2)cc1	91	85	-4	6	0.53	-5	109	6	-6
COC(=O)CN(c1cccc(OC)c1)S(C)(=O)=O	98	108	-5	26	-0.19	5	100	2	-1
COC(=O)c1cc(NC(=O)Cc2coc3cc(OC)ccc23)cc(C(=O)OC)c1	81	68	-7	6	0.68	-6	96	1	-12
COc1ccccc1N(CC(O)CN1C(=O)NC(C)(C)C1=O)S(=O)(=O)c1ccc(C)cc1 (configuration not stated)	110	87	-2	-1	-0.041	2	101	-3	4
CCC(C)NC(=O)C1CCCN(c2nc(C)cc(OC)n2)C1 (configuration not stated)	106	108	0	-14	0.78	/	98	/	/
